RMI FANCM FP: inhibitors of human RMI core complex binding to FANCM MM2 | Fluorescence polarization, RMI core complex with F-MM2 peptide; stronger effect = lower value | AID 1159607 | FP signal (polarization) at 33 µM | hit rate 0.58% among 70,000; in the data active = FP signal below about 40; note: inactives centre near 61; strong numbers were not always called active; unit not given here
An asterisk follows results filed as active; & = joins results of further samples.

The opening five entries, to show the layout:
SMILES	RMI FANCM FP
O=C(Cn1cnc2c([nH]c3ccc(Br)cc32)c1=O)NCCc1ccccc1	126
O=[N+]([O-])c1ccc(-c2nn(-c3ccccc3)cc2/C=N/n2c(-c3cccs3)n[nH]c2=S)cc1	12*
CCCC(=O)c1cc2cc(Br)ccc2oc1=O	62
CCOC(=O)c1ccc2nc(NC(=O)COc3ccc(Cl)cc3)sc2c1	82
COc1cccc(OC)c1C(=O)Oc1ccc(Cl)cc1C	68

The whole of this part, repeating the preview:
SMILES	RMI FANCM FP
O=C(Cn1cnc2c([nH]c3ccc(Br)cc32)c1=O)NCCc1ccccc1	126
O=[N+]([O-])c1ccc(-c2nn(-c3ccccc3)cc2/C=N/n2c(-c3cccs3)n[nH]c2=S)cc1	12*
CCCC(=O)c1cc2cc(Br)ccc2oc1=O	62
CCOC(=O)c1ccc2nc(NC(=O)COc3ccc(Cl)cc3)sc2c1	82
COc1cccc(OC)c1C(=O)Oc1ccc(Cl)cc1C	68
O=C(Nc1nc2ccc(F)cc2s1)c1cccc(C(F)(F)F)c1	50
COc1ccc(-n2ccnc2SCC(=O)NCc2ccc3c(c2)OCO3)cc1	60
Cc1cccc(NC(=O)C(=O)NCCO)c1C	61
CCOc1cc(C(=O)N2CCN(c3ccc(Nc4ccccc4)nn3)CC2)cc(OCC)c1OCC	54
CN(C)c1ccc(C(CNS(=O)(=O)c2cc(F)ccc2F)N2CCc3ccccc3C2)cc1 (stereo unspecified)	61
COc1ccc(C2c3sc(=O)[nH]c3SC3C4CC(C5C(=O)N(c6ccccc6)C(=O)C45)C23)cc1 (stereo unspecified)	56
COC(=O)c1cc(OC)nc(OC)c1	57
Cc1nc2cc(NS(=O)(=O)c3c(C)c(C)cc(C)c3C)ccc2s1	73
COC(=O)c1c(NC(=O)c2ccccc2NS(=O)(=O)c2ccc(C)cc2)sc(C)c1C	71
O=C(NCCS(=O)(=O)N1CCN(c2ncccn2)CC1)c1ccc(F)cc1F	61
O=C(NCCS(=O)(=O)N1CCN(c2ccccn2)CC1)c1ccc[nH]c1=O	62
Cc1ccc(S(=O)(=O)OCC23C=CC(CC2)CC3)cc1	61
Cc1cc(Cl)ccc1OCC(=O)Nc1ncnc2sc3c(c12)CCCC3	63
COc1cccc2c1[C@@H]1CN(CCCCn3c(=O)[nH]c4c(sc5ncc(-c6ccccc6)nc54)c3=O)C[C@@H]1CO2	63
O=C(CN1CCOCC1)Nc1ccc(Br)cn1	68
Cc1c(Cl)cccc1NC=C1C(=O)OC2(CCCCC2)OC1=O	59
COc1cc2nc(NC(=O)c3ccc4ncsc4c3)sc2cc1OC	77
Cn1ncc(C(=O)N=S(C)(=O)c2ccc(Cl)cc2)c1[N+](=O)[O-] (stereo unspecified)	57
Nc1nnc(-c2ccncc2)s1	60
COc1ccccc1N(CN1CCCC1=O)C(=O)c1ccccc1[N+](=O)[O-]	60
CCOc1cn(C)c(C(=O)Nc2ccc3c(c2)OCO3)cc1=O	60
O=C(Cn1cnc2c(-c3ccccc3)csc2c1=O)Nc1ccc(Cl)c(C(F)(F)F)c1	72
COc1ccc(Cl)cc1NC(=O)NCCCn1nc(-c2ccc(C)cc2)ccc1=O	77
CC(C)c1ccc(NC(=O)COc2ccc(C3SCCS3)cc2)cc1	74
Cc1nn(S(=O)(=O)c2ccc(F)cc2)c(C)c1S(=O)(=O)N1CCOCC1	59
Cc1ccc(S(=O)(=O)Nc2cc3c4c(oc3c3ccccc23)CC(C)(C)CC4=O)c(C)c1	62
O=C(Nc1ccc(SCc2ccccn2)nn1)c1ccco1	66
CC1CC(C)CN(CC(O)COc2ccc(C34CC5CC(CC(C5)C3)C4)cc2)C1 (stereo unspecified)	86
COc1ccc(C(N)C(=O)O)cc1 (stereo unspecified)	72
NNC(=O)COc1ccc(Br)cc1Br	58
NCCCN=c1ccc2c3c1c(O)c1c(O)ccc(=O)c1c3[nH]n2CCNCCO	123
C=CCn1c(SCC(=O)Nc2nc3ccc(C)cc3s2)nc2c([nH]c3ccccc32)c1=O	81
CC(C)(C)c1ccc(S(=O)(=O)Nc2ccc3c(c2)C(=O)NCCO3)cc1	66
NC(=O)c1c(NC(=O)Cc2ccc(F)cc2)sc2c1CCCCC2	54
CC(C)[C@@H](NC(=O)OCC1c2ccccc2-c2ccccc21)C(=O)O	60
Cc1ccc(Cl)cc1NC(=O)CN1CCN(S(=O)(=O)N2CCC(C)CC2)CC1	67
CCS(=O)(=O)Nc1cccc(C2=NN(C(C)=O)C(c3cccc([N+](=O)[O-])c3)C2)c1 (stereo unspecified)	59
O=C1NC2(CCCCCC2)C(=O)N1CCS(=O)(=O)Oc1ccc(Cl)cc1	53
Cc1c(/C=C/C(=O)c2ccccc2O)cnn1C	64
COC(=O)c1ccc(C(=O)OC)c(NC(=O)c2nn(-c3ccccc3)c(=O)cc2OC)c1	52

Next part; it opens with the 4 that closed the last part.
SMILES	RMI FANCM FP
CCS(=O)(=O)Nc1cccc(C2=NN(C(C)=O)C(c3cccc([N+](=O)[O-])c3)C2)c1 (stereo unspecified)	59
O=C1NC2(CCCCCC2)C(=O)N1CCS(=O)(=O)Oc1ccc(Cl)cc1	53
Cc1c(/C=C/C(=O)c2ccccc2O)cnn1C	64
COC(=O)c1ccc(C(=O)OC)c(NC(=O)c2nn(-c3ccccc3)c(=O)cc2OC)c1	52
COC(=O)c1c(N2C(=O)C3ON(c4ccc(Cl)cc4)C(c4ccco4)C3C2=O)sc(C)c1C (stereo unspecified)	25*
COc1ccc(C)cc1S(=O)(=O)NCCCn1nc(-c2ccco2)ccc1=O	67
COCC(=O)Nc1ccc2c(c1)CCN2C(=O)C1CC1	62
O=C(Cn1c(-c2ccncc2)nc2ccccc21)NCc1ccco1	58
CC(C)(C)NC(=O)C(=O)NCC1CCN(C2CCCC2)CC1	75
Cc1nc2sccn2c(=O)c1NC(=O)NCc1ccccc1	71
Cc1ccc(NC(=O)CN2CCN(C(=O)c3cn(C)cc4c(=O)n(-c5ccccc5)nc3-4)CC2)c(C)c1	54&62
Cc1cc(NC(=O)c2ccc(OC(C)C)cc2)n(C(C)C)n1	70
Cc1nc(COc2ccc(C(C)(C)C)cc2)sc1C(=O)NN	54
Cc1cc(=O)[nH]c(-n2nc(C)c(CCC(=O)Nc3cccc(Cl)c3C)c2C)n1	63
O=C(Cn1cnc2c(-c3ccccc3)csc2c1=O)NCc1ccccc1Cl	135
Cc1[nH]c2ccccc2c1C(c1ccc(C(F)(F)F)cc1)N1CCCCC1 (stereo unspecified)	61
O=C1CCCN2N=C(SCC(=O)N3CCc4ccccc43)SC2=N1	60
Cc1c(Cl)ccc2sc(N(Cc3ccccn3)C(=O)c3cccc(S(C)(=O)=O)c3)nc12	66
COc1ccc(-c2noc(Cn3ccn4nc(-c5ccc(Cl)cc5)cc4c3=O)n2)c(OC)c1	116
CC12NC(=S)NC(c3ccccc3O1)C2C(=S)Nc1ccccc1 (stereo unspecified)	64
CON	58
Oc1[nH]c2ccccc2c1N=Nc1nnc(-c2ccccc2)c2ccccc12	65
O=C(NCC1CCN(C2CCCC2)CC1)c1c(F)cccc1F	73
Cc1cc(Cl)cc2sc(N(Cc3ccncc3)C(=O)c3ccc(C#N)cc3)nc12	84
Cc1ccc(S(=O)(=O)OCC(O)CN2CCN(c3ccc(C(F)(F)F)cn3)CC2)cc1 (stereo unspecified)	45
COc1ccc(CSCC(=O)c2ccc(Cl)c(Cl)c2)c(Cl)c1OC	59
O=C(Nc1nnc(C2=COCCO2)o1)c1cccc(Cl)c1	70
COc1ccc(-c2csc(NC(=O)C3CCN(S(C)(=O)=O)CC3)n2)cc1	67
CC1C/C(=N/NC(N)=S)c2cc(Cl)ccc2S1 (stereo unspecified)	66
CCn1cnc2nc(N)[nH]c(=O)c21	54
O=S(=O)(NCCOc1ccc2c(c1)OCO2)c1cccc(Cl)c1	60
CCS(=O)(=O)c1ccc(-c2ccc(NS(=O)(=O)CCc3ccccc3)cc2)nn1	55
O=C(NCCOc1ccccc1)c1ccccc1Cl	61
O=C1CC(NS(=O)(=O)c2ccccc2F)CN1c1cccc(F)c1 (stereo unspecified)	52

Structures listed so far that contain a CF3 group (four):
SMILES	RMI FANCM FP
O=C(Nc1nc2ccc(F)cc2s1)c1cccc(C(F)(F)F)c1	50
O=C(Cn1cnc2c(-c3ccccc3)csc2c1=O)Nc1ccc(Cl)c(C(F)(F)F)c1	72
Cc1[nH]c2ccccc2c1C(c1ccc(C(F)(F)F)cc1)N1CCCCC1 (stereo unspecified)	61
Cc1ccc(S(=O)(=O)OCC(O)CN2CCN(c3ccc(C(F)(F)F)cn3)CC2)cc1 (stereo unspecified)	45

More entries:
SMILES	RMI FANCM FP
COc1cc(Cn2nc(-c3ccc(F)cc3)c3sc(N4CCCC4)nc3c2=O)cc(OC)c1	66
Cc1nc(SCC(=O)c2cccc(Cl)c2)nc2c1CCCC2	61
CN1C=NC(O)(c2ccccc2)c2cc(Cl)ccc21 (stereo unspecified)	52
CSCCn1c(=NC(=O)c2ccnn2C)sc2cc(C)ccc21	73
COCCNC(=O)C1(c2cccs2)CCCC1	62
O=C(NC1CCN(Cc2ccccc2)CC1)c1cn(-c2cccc(Cl)c2)nn1	64
O=C(CCc1csc(NC(=O)c2ccc[nH]c2=O)n1)NCc1ccc2c(c1)OCO2	62
COc1cccc(-n2c(=S)sc3c(=O)[nH]c(SCC(=O)NC4CCCC4)nc32)c1	50
CCC(O)c1nc2ccccc2n1CCOc1cccc(OC)c1 (stereo unspecified)	62
COc1ccc(S(N)(=O)=O)cc1N(C)S(C)(=O)=O	64
COc1ccc(-c2ccc(N3CCN(C(=O)c4ccc(C)c(C)c4)CC3)nn2)cc1OC	69
COc1cccc(C(N)C(=O)O)c1 (stereo unspecified)	69
c1ccc(-c2nc(-n3cnc4ccccc43)c3cc(-c4ccccc4)sc3n2)cc1	72
O=C(CSCC(=O)Nc1ccccc1)NNC(=O)c1ccccc1	63
CCOC(=O)c1ccc(NC(=O)/C(C#N)=C/c2ccc(-c3cccc([N+](=O)[O-])c3)o2)cc1	53
COC(=O)CSc1nc(C)nc(SC)c1C#N	59
c1ccc(-c2[nH]ncc2CN2CCc3ccccc3C2)cc1	54
O=C(Nc1nc2c(s1)Cc1ccccc1-2)c1ccc2ncsc2c1	74
CCOc1cc(-c2nnc(NC(=O)c3cccc(Br)c3)o2)cc(OCC)c1OCC	61
N[C@@H](Cn1ccc(=O)c(O)c1)C(=O)O	68
Cc1cc(NC(=O)c2ccc(S(=O)(=O)N(C)C3CCCCC3)cc2)n(C(C)C)n1	70
CNc1nn(CC(=O)Nc2cc(C)ccc2OC)c(N)c1-c1nc(-c2ccccc2C)no1	71
Nc1cnn(C2OC(COC(=O)c3ccccc3)C(O)C2O)c(=O)n1 (stereo unspecified)	58&54
O=C1Nc2ccccc2/C1=C/c1cc2ccccc2n1S(=O)(=O)c1ccccc1	59
O=S(=O)(c1ccc2ccccc2c1)N1CCN(c2ccc3nncn3n2)CC1	69
Cc1cc(NC(=O)Cn2nc(-c3cccc([N+](=O)[O-])c3)ccc2=O)no1	54
O=C(Nc1nnc(-c2ccc(Br)s2)o1)c1cccs1	68
COc1ccccc1-c1cc2c(SCC(=O)Nc3cccc(F)c3)nccn2n1	116
COc1ccc(-c2cc(=O)c3c(O)cc(O[C@H]4O[C@H](CO[C@@H]5O[C@@H](C)[C@H](O)[C@@H](O)[C@H]5O)[C@@H](O)[C@H](O)[C@H]4O)cc3o2)cc1	56
CC(C)(C)c1ccccc1OC(=O)c1ccccc1	65
O=C(O)C1CC(=O)N(CCc2cccs2)C1 (stereo unspecified)	55
COC(=O)c1c(OC)ccc(N=CNO)c1OC	53
COc1ccc(/C(N)=N\OC(=O)c2ccc(Cl)cc2)cc1OC1CCCC1	54
CC(=O)ON1C(=O)c2cccc3cccc(c23)C1=O	52&51
O=S1(=O)CC(NCc2ccccc2)C(Nc2ccc(Cl)cc2)C1 (stereo unspecified)	60
S=c1oc2ccc(Cl)cc2n1Cc1ccccc1	56
Cc1cn2c(=O)c(C(=O)Nc3nc4c(C)cccc4s3)cnc2s1	55
CCOC(=O)/C(C#N)=C/NCCc1ccc(Cl)cc1	63
Cn1c(=O)c2c(SCc3cccnc3)nc(-c3cccc([N+](=O)[O-])c3)nc2n(C)c1=O	55
CC(C)(C)c1ccc(/C(N)=N\OC(=O)c2ccc3c(c2)CCO3)cc1	49
O=C(Nc1ccc2oc(=O)ccc2c1)c1ccc(F)cc1	63
Cc1cc(C)nc(NS(=O)(=O)c2ccc(NC(=O)CC3(CC(=O)O)CCCC3)cc2)n1	63
O=C(CS(=O)(=O)c1ccc(Cl)s1)NCc1ccc(F)cc1	68
CCOc1ccc(-c2ccc(=O)n(CCCC(=O)Nc3c(C)cc(C)cc3C)n2)cc1	66
CC(=O)O[C@@H]1CC2C(C)(C)[C@H](OC=O)CC[C@]2(C)C2CC[C@]3(C)C(=CC(=O)O[C@H]3c3ccoc3)[C@@]21C (stereo partly specified)	60
O=C(CSc1ccc(NC(=O)C2CC2)nn1)Nc1ccccc1C(F)(F)F	100
O=C(Nc1ccc(Br)cc1-c1nc2ccccc2[nH]c1=O)C(F)(F)F	65
CC(=O)c1sccc1NC(=O)/C=C/C(=O)O	53
Cc1ccc(-c2n[nH]n3c2nc(=O)c2cc(Cl)ccc23)cc1	67
COc1ccc(Cl)cc1NC(=O)CSc1nnc(C)c2cnn(-c3ccc(F)cc3)c12	60
O=C(O)CC(CC(=O)O)c1ccc(Cl)cc1	54
Cc1ccc(Cc2nnc(NC(=O)c3ccc(S(=O)(=O)N(C)C4CC4)cc3)o2)cc1C	65
O=C1C(=O)N(Cc2ccccc2)C(c2cccc(Cl)c2)C1=C(O)c1ccc2c(c1)OCCO2 (stereo unspecified)	57
O=c1c2nnn(Cc3ccccc3)c2ncn1C/C=C/c1ccccc1	62
O=C(/C=C/c1cccc([N+](=O)[O-])c1)OCC(=O)c1ccccc1	69
CCOc1cn2c(cc1=O)C(=O)N(CCNC(=O)c1ccc(C)c(C)c1)CC2	61
CC(C)(C)c1ccc(C(=O)Nc2cccc(N3CCCC3=O)c2)cc1	64
CC(=O)NC1C(OC(=O)c2cccnc2)OC(COC(C)=O)C(OC(C)=O)C1OC(C)=O (stereo unspecified)	61

Bioassay records deposited in PubChem BioAssay by Small Molecule Screening Facility, UW Madison.

The list is partial. The share of hits here may be higher or lower than overall.
